Compound activity as filed in PubChem.
POLH inh – qHTS for Inhibitors of Polymerase Eta; DNA polymerase eta (Homo sapiens), Q9Y253; recombinant Pol eta, fluorescent DNA replication assay; Potency, µM (titrated, usually from 114 µM), without a hit: top-dose activity change, negative = inhibition, hits mostly inhibitors; hit rate 1.2% among 390,000; AID 588591, 2011; further: potency means the concentration at half of the fitted maximal effect; on the % scale 0 is the no-effect control and ±100 the full control effect
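Pol eta at 10 nM preincubated with compounds 15 min at room temperature; reaction started with fluorescent substrate (50 nM final) and read kinetically at 0 and 10 min.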
HP1b chromo inh – HTS for Inhibitors of HP1-beta Chromodomain Interactions with Methylated Histone Tails; hit rate 0.56% among 390,000; Potency, µM (series often up to 114 µM), for inactives: at the highest dose activity change, negative = inhibition, usual class: inhibitors; Chromobox protein homolog 1 (Homo sapiens), P83916; AlphaScreen HP1-beta / biotin-H3K9me3 peptide binding; further: potency means the concentration at half of the fitted maximal effect; nearly all actives have a fitted effect of over 70% in size; inactives centre near 23
Target sequence (P83916 whole entry, looked up): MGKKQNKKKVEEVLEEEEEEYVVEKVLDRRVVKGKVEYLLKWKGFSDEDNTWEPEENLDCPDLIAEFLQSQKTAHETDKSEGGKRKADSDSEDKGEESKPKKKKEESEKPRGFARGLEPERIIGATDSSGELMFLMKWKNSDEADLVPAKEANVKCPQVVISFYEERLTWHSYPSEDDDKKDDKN
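AlphaScreen: HP1-beta (50 nM) preformed 30 min with biotin-H3(1-18)K9me3 peptide (50 nM) in PBS pH 7.4, 0.01% Tween-20. Compound added for 30 min at RT, then streptavidin donor/nickel chelate acceptor beads (10 ug/mL) for 30 min.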
G9a inh – qHTS Assay for Inhibitors of Histone Lysine Methyltransferase G9a. Histone-lysine N-methyltransferase EHMT2 (Homo sapiens), Q96KQ7. G9a H3K9 monomethylation, AlphaScreen, 2 h. Potency, µM (titrated, usually from 102 µM), without a hit: top-dose activity, negative = inhibition, actives largely listed as inhibitors. hit rate 8.8% among 350,000; further: potency means the concentration at half of the fitted maximal effect; on the % scale 0 is the no-effect control and ±100 the full control effect; nearly all actives have a fitted effect of over 75% in size
Target sequence (Q96KQ7 913-1193 limits assumed): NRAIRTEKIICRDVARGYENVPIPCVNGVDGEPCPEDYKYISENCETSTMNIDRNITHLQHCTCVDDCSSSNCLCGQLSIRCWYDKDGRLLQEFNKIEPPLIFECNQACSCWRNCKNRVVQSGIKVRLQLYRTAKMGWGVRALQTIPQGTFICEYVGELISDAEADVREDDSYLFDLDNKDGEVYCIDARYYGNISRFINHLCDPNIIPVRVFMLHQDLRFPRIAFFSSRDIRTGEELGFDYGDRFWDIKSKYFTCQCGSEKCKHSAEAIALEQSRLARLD
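Signal arises when biotinylated H3K9 peptide, once monomethylated, bridges streptavidin donor and antibody-captured acceptor beads. Enzyme at 20 nM was preincubated 15 min with test compounds; peptide 500 nM and SAM 20 uM then reacted for 2 h.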
GLS inhibitor – qHTS for Inhibitors of Glutaminase (GLS); hit rate 0.21% among 410,000; GLS enzymatic activity, qHTS titration; Potency, µM (series often up to 45.5 µM), for inactives: top-dose activity change, negative = inhibition, hits mostly inhibitors; AID 624170, 2012; Glutaminase kidney isoform, mitochondrial (Homo sapiens), O94925; further: potency means the concentration at half of the fitted maximal effect; on the % scale 0 is the no-effect control and ±100 the full control effect
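hKGA; 45 mM KH2PO4 pH 8.2 + 0.02% Tween-20; cpd via pin tool; 1 mM Gln soln; GluOx/HRP/Amplex Red; RT 30 min; fluor. t0 & final.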
BAZ2B inh – qHTS Assay for Inhibitors of BAZ2B; Bromodomain adjacent to zinc finger domain protein 2B (Homo sapiens), Q9UIF8; AlphaScreen BAZ2B-H3K14Ac peptide displacement; Potency, µM (highest dose often 114 µM), for the others: at the highest dose activity change, negative = inhibition, most hits filed as inhibitors; hit rate 4.4% among 360,000; AID 504333, 2011; further: potency means the concentration at half of the fitted maximal effect; on the % scale 0 is the no-effect control and ±100 the full control effect; nearly all actives have a fitted effect of over 60% in size
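AlphaScreen displacement: compounds (up to 110uM) incubated 30 min at room temperature with a preformed 50 nM BAZ2B/50 nM biotinylated H3K14Ac peptide complex in PBS pH 7.4 with Tween-20. Donor and acceptor beads at 10 ug/mL final added, 20 min light-protected before reading.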
Pin1 inh – qHTS Assay to Find Inhibitors of Pin1; hit rate 0.009% among 390,000; Peptidyl-prolyl cis-trans isomerase NIMA-interacting 1 (Homo sapiens), Q13526; Pin1 FP peptide displacement, HiFluor488, 10 min; Potency, µM (top dose mostly 115 µM), inactives show at the top dose activity, negative = inhibition, hits mostly inhibitors; active means well fitted inhibition curve with a large enough effect in the polarisation, with a control signal flat, not every such curve was filed as active; inconclusive means small, poorly fitted or top-dose-only effect, or effect the other way, or a change in a side signal; inactive means no such curve, though single readings can be large or run the other way; the % refers to the polarisation; further: potency means the concentration at half of the fitted maximal effect; on the % scale 0 is the no-effect control and ±100 the full control effect
Target sequence (Q13526 whole entry, looked up): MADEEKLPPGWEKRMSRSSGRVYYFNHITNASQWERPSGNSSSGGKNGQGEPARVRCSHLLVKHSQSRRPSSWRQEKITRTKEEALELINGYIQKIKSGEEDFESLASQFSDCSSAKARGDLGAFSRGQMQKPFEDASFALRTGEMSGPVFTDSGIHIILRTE
PGK inhibitor – qHTS Assay to Find Inhibitors of Phosphoglycerate Kinase; hit rate 0.043% among 380,000; PGK/GAPDH coupled, Kinase-Glo luminescence, 60 min; Potency, µM (series often up to 57.5 µM), without a hit: top-dose activity change, negative = inhibition, usual class: inhibitors; further: potency means the concentration at half of the fitted maximal effect; on the % scale 0 is the no-effect control and ±100 the full control effect; nearly all actives have a fitted effect of over 60% in size
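Recombinant glycosomal PGK reaction used 1,3-bisphosphoglycerate generated in-well by GAPDH (100nM final) in 100mM TEA pH 7.6, 5mM MgCl2, 0.01% Tween-20. After 60 minutes at room temperature, ATP was read by Kinase-Glo Plus luminescence end-point.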
PI4K2A block – qHTS for small molecular inhibitors of PI4K2A. purified PI4K2A, ADP-Glo luminescence, 1 h; active compounds read low. activity change, negative = inhibition, % at 76.9 µM. hit rate 0.13% among 420,000. AID 1346378, 2018; in the data active means activity change below about -50%; inconclusive means mostly about -30% to -49%;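 further: -100% = wells without enzyme as full effect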
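In this quantitative HTS, ADP production by PI4K2A was quantified luminescently after 1 h at ambient temperature; 100 microM adenosine served as plate-quality control.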
JMJD2A Tudor inh – qHTS Assay for Inhibitors of JMJD2A-Tudor Domain | AlphaScreen JMJD2A-Tudor / H3K4me3 peptide binding | Potency, µM (top dose mostly 114 µM), without a hit: at the top dose activity change, negative = inhibition, most hits filed as inhibitors | hit rate 4.4% among 390,000 | AID 504339, 2011; further: potency means the concentration at half of the fitted maximal effect; on the % scale 0 is the no-effect control and ±100 the full control effect; nearly all actives have a fitted effect of over 50% in size
* marks the source's active call; other numbers are inactive results; i = inactive; ? = inconclusive; / = no result given; & = joins results of further samples; [ ] = dose if it differs, or a comment. Unless noted, the call rests on the fitted dose curve; in most records, active means well fitted curve in the direction sought with a large enough effect; inconclusive means small, poorly fitted or top-dose-only effect, or another doubt; inactive means no such curve, though single readings can be large; an effect the other way counts as inactive or inconclusive. A portion of the library; rates above refer to the full screens.

SMILES	POLH inh	HP1b chromo inh	G9a inh	GLS inhibitor	BAZ2B inh	Pin1 inh	PGK inhibitor	PI4K2A block	JMJD2A Tudor inh
O=C(c1ccco1)N1CCN(Cc2cn[nH]c2-c2ccc(F)cc2F)CC1	-16%	25%	/	0%	-3%	-5%	i	-1	-15%
O=C(NCC1COc2ccccc2O1)c1cc2ccccc2o1 (centres undefined)	-13%	27%	24%[59 µM]	6%	-4%	6%	i	-13	5%
Cc1cc(N2CCC(C(=O)N3CCN(c4cccc(C)c4C)CC3)CC2)n2ncnc2n1	-7%	25%	-33%	12%	-1%	1%	0%	-4	-9%
Cc1[nH]nc(-c2ccc(O)c(C)c2O)c1Oc1ccccc1	-5%	6%	?	-4%	-38%	2%	5%	4	?
CCc1ccccc1N(C)C(=O)c1ccc2c(=O)n3c(nc2c1)CCCCC3	/	30%	13%[59 µM]	2%	-2%	-2%	/	-8	-14%
COc1ccccc1N1CCN(C2CCCCC2NS(=O)(=O)c2ccccc2)CC1 (centres undefined)	-13%	16%	-8%	4%	-29%	-5%	i	6	-29%
CCC(C)(C)C1CCC2(CC1)NC(=O)N(CC(=O)N1CCN(c3ccccc3OC)CC1)C2=O (centres undefined)	-7%	/	/	-1%	/	/	-7%	1	/
CN=C1NC(C)(C)C2CCC(C)(CC2)S1	-6%	8%[57 µM]	/	3%	/	2%	4%	12	-4%
COc1ccc(N2CC(C(=O)N3CCc4ccccc43)CC2=O)cc1 (centres undefined)	-18%	31%	/	-1%	/	-4%	3%	-4	-7%
COc1ccc(CNC(=O)CCS(=O)(=O)c2ccc3c(c2)oc(=O)n3C)cc1	-14%&-16%	35%&-5%	13%	-13%&0%	-19%	7%&-1%	-3%&-4%	-1&-4	-7%&-15%
COc1ccc2nc3sc(C(=O)N4CCN(C)CC4)cc3cc2c1	-14%	28%	-23%[12.7 µM]	1%	-3%	2%	-16%	-7	18%[57.1 µM]
O=c1onc(-c2c(F)cccc2F)n1-c1ccccc1Cl	-20%	33%	22%	-8%	-18%	-7%	-3%	0	-3%
O=C(COC(=O)CCc1c[nH]c2ccccc12)Nc1cc([N+](=O)[O-])ccc1Cl	-16%	-4%	-16%[59 µM]	11%	?	-1%	-7%	-3	?
COc1ccc(C(=O)NCCSCc2ccccc2C)cc1	1%	11%	-5%[59 µM]	5%	11%	?	1%	-8	-11%[57.1 µM]
Cc1cccc2[nH]c(CN(C)C(=O)C3CCC(=O)N(C4CC4)C3)nc12 (centres undefined)	-15%	32%	36%[activator]	-2%	-11%	-3%	7%	0	2%
CN(C)S(=O)(=O)N1CCN(C(=O)c2cccs2)CC1	-11%	35%[activator]	3%[2.33 µM]	1%	9%	-2%	-9%[11.5 µM]	2	-8%
CC(=O)N[C@@H](Cc1c[nH]c2ccccc12)C(=O)OCC(=O)Nc1ccc(Cl)c(S(=O)(=O)N(C)C)c1	-4%	11%	?	6%	?	?	0%	-1	-26%
CCCCn1c(N)c(N(CC)C(=O)CSc2nnc(-c3ccco3)n2CC)c(=O)[nH]c1=O	-8%	29%	?	-1%	-2%	-2%	-10%	-5	-10%
COc1cccc(C(=O)Oc2ccc3ccc(O)cc3c2)c1	-23%	26%	0%	5%	-31%	-3%	-9%	0	-28%
Cn1c(=O)oc2cc(S(=O)(=O)N3CCCC(C(=O)NCc4ccc(F)cc4)C3)ccc21 (centres undefined)	-12%	51%[activator]	-20%[59 µM]	2%	-1%	-2%	8%	-1	-7%
CN(C(=O)c1ccc(NC(=O)Cc2cccc(NC(=O)C3CCCN(C(=O)C4CCC4)C3)c2)cc1)C1CC1 (centres undefined)	-8%	21%	/	0%	/	-2%	3%	-4	-18%
O=c1[nH]nc(CNc2cccc(C(F)(F)F)c2)c2ccccc12	-17%	25%	6%	8%	-4%	0%	0%	1	6%
CCC1=NN(C(=O)c2cccnc2)C(O)(C(F)(F)F)C1 (centres undefined)	-12%	37%	-25%	-1%	-15%	-1%	-3%	7	-2%
O=c1c2ccc([N+](=O)[O-])cc2ncn1CCOc1ccccc1	-18%	4%	?	-1%	?	1%	-7%	-1	?
CCOc1cc(NC(=O)c2ccco2)c(OCC)cc1NC(=O)c1ccco1	-11%	26%	-12%	-6%	-9%	-4%	-1%	-4	-5%
CC1NC(=O)c2cccnc2-n2c1nc1cc(F)ccc1c2=O (centres undefined)	-2%	/	/	-4%	/	/	-9%	-4	/
CN1CCC(N(C)CC(=O)Nc2ccccc2N2CCOCC2)CC1	16%	?	?	-3%	56µM*	-14%	-2%	3	8.9µM*
Cc1[nH]c2ccccc2c1C1=NNC(=Nc2ccc(F)cc2)SC1	-13%	?	?	10%	?	21%	0%	1	56µM*
COc1ccc(C2=CC(=O)OC(C)(c3ccccc3)O2)cc1 (centres undefined)	-20%	40%[activator]	?	-11%	-7%	-2%	-2%	4	-16%
Cc1ccc(C(=O)Nc2ccccc2-c2ccccc2)cc1S(=O)(=O)Nc1cccc(C)c1C	-15%	12%	12%	0%	-3%	23%	i	11	-12%
O=C(CCc1nc(-c2ccccc2F)no1)NCCN1CCOCC1	-8%	22%	?	1%	2%	-1%	0%	4	-9%
C/C(=N/OC(=O)c1ccc(Br)cc1)c1ccc(C)cc1	-1%	11%	20%	6%	3%	?	2%	2	4%
CC(=O)Nc1nonc1-c1nc2ccccc2n1C	13%	20%	30%	1%	-16%	-12%	-2%	-1	-13%
O=C(Nc1ccccc1C(=O)Nc1ccccc1C(=O)NCc1ccco1)c1ccco1	1%	21%	-13%[12.7 µM]	-1%	1%	64%[activator]	-5%[11.5 µM]	-2	-10%
CCC(Oc1ccccc1)C(=O)Nc1ccccc1C(=O)N1CCOCC1 (centres undefined)	-7%	29%	9%	1%	-13%	?	9%	-1	-15%
Cc1cc(C)cc(N=Cc2[nH]c3ccc(Br)c(Cl)c3c2O)c1	?	?	13µM*	20%	?	?	3%	9	?
C=CCn1c(N)c(C(=O)NC2CCCCC2)sc1=S	3%	-9%	-40%[59 µM]	-23%	-3%	0%	-1%	0	-31%
CCOc1ccc(NC(=O)c2ccccc2O)cc1	-6%	43%[activator]	5%[59 µM]	6%	2%	-11%	-3%	-2	4%
CCOc1ccc(NC(=O)CC2C(=O)N(C)C(=S)N2CCCc2ccccc2)cc1 (centres undefined)	-20%	19%	?	6%	-5%	-9%	7%	3	-22%
N#CCCn1nc(-c2ccccc2)cc1-n1c(C(F)(F)F)nc2ccccc21	-19%	48%[activator]	-32%[59 µM]	-9%	1%	2%	0%	-2	-11%
O=C(COc1cccc(Cl)c1)Nc1ccc(N2CCOCC2)cc1	-13%	13%	79µM*	33%[activator]	3%	6%	3%	-6	-29%
CCOc1ccc(NC(=O)CN(C)C(=O)c2c(C)noc2C)cc1OCC	-14%	17%	3%	3%	5%	7%	9%	0	-1%
COc1cccc(CC(=O)OCC(=O)NC(C)c2ccc(F)cc2)c1 (centres undefined)	-9%	42%[activator]	4%[12.7 µM]	3%	-1%	-1%	-3%	0	0%
C/C(=N\NC(=O)c1nnn(-c2nonc2N)c1CN(C)c1ccccc1)c1ccccn1	-19%	35%	49%[activator][59 µM]	3%	8.9µM*	0%	0%	-6	22µM*
COc1ccc(N2CCN(c3c4c(nc5nncn35)CCC4)CC2)cc1	/	10%	?	4%	-18%	-3%	/	-2	-19%
CSc1nnc(NC(=O)C23CC4CC(CC(C4)C2)C3)s1	-23%	35%	-3%[59 µM]	2%	-10%	-8%	-9%	-3	-12%
CC(C)OCC(O)CS(=O)(=O)Cc1ccccc1 (centres undefined)	-8%	26%	7%	-3%	?	1%	/	0	0%
NC(=O)Nc1cccc2ccccc12	-12%	44%[activator]	-8%[59 µM]	-1%	2%	-14%	0%	-2	5%

In the list so far, these have a thiophene ring, fused or not.
SMILES	POLH inh	HP1b chromo inh	G9a inh	GLS inhibitor	BAZ2B inh	Pin1 inh	PGK inhibitor	PI4K2A block	JMJD2A Tudor inh
COc1ccc2nc3sc(C(=O)N4CCN(C)CC4)cc3cc2c1	-14%	28%	-23%[12.7 µM]	1%	-3%	2%	-16%	-7	18%[57.1 µM]
CN(C)S(=O)(=O)N1CCN(C(=O)c2cccs2)CC1	-11%	35%[activator]	3%[2.33 µM]	1%	9%	-2%	-9%[11.5 µM]	2	-8%

(next part)
SMILES	POLH inh	HP1b chromo inh	G9a inh	GLS inhibitor	BAZ2B inh	Pin1 inh	PGK inhibitor	PI4K2A block	JMJD2A Tudor inh
Cc1ccc(NC(=O)CNC(=O)c2ccco2)nc1	-13%	22%	12%	1%	-16%	2%	-4%	0	-10%
COC(=O)c1cc(NCc2ccccc2F)ccc1N1CCOCC1	-4%	9%	45µM*	47%[activator]	-12%	1%	-7%	3	-25%
COc1ccccc1NCC(=O)N1CCN(S(=O)(=O)c2ccccc2)CC1	-8%	22%	-8%[12.7 µM]	21%	-29%	-1%	-7%	4	-18%
O=C(/C=C\NCC(=O)c1ccccc1)c1ccccc1	7%	35%[activator]	6.3µM*	13%	-36%	10%	0%	4	?
